Screens as filed in PubChem BioAssay.
Pf gametocyte – inhibitors of late stage P. falciparum gametocyte viability | AID 743093 | inhibition, % at 10.9 µM | 150,000 tested, 0.065% active | P. falciparum stage V gametocytes, ATP luminescence, 24 h;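 active = inhibition above the mean plus 3 SD of compounds within the control limits, set per campaign, cut at about 38% in these data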;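 note: 0% = DMSO wells and 100% = medium only without gametocytes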
Mcl1-Bid inh – Mcl-1/Bid interaction inhibition; TR-FRET Mcl-1/Bid-Dy647 peptide binding, 1536-well; 220,000 tested, 0.97% active; inhibition, % at 21.7 µM;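 active = compounds that cut the binding signal by more than half at the single screening dose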;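 note: His-tagged Mcl-1 with europium anti-His antibody binding Bid BH3 peptide; 0% = Mcl-1 plus peptide wells and 100% = peptide-only wells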
RGS7-Gao – regulators of human RGS7-Galphao interaction. Multiplexed bead flow cytometry, RGS7-Galphao binding; actives lie on both sides. binding response (% of control), % at 10 µM. 220,000 tested, 0.35% active. AID 1439. P09471; in the data active = binding response below about 49% or above about 150%; inconclusive = no clear call, values can overlap the other calls; inactive = in between;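 note: fluorescent Galphao held in activated GDP-AlF4 state binding bead-coupled RGS7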
Target sequence (P09471 whole entry, looked up): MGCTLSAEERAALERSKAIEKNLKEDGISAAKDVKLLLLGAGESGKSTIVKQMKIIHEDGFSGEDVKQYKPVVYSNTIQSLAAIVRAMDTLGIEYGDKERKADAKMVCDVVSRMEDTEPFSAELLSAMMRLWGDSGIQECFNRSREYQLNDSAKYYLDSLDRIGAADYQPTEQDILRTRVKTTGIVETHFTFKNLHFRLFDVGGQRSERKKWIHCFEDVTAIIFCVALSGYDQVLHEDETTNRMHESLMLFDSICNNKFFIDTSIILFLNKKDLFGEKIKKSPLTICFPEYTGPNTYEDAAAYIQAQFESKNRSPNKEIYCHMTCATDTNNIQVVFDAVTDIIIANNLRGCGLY
Mcl1-Noxa inh – disrupts binding of human Mcl-1 to Noxa peptide; TR-FRET Mcl-1/Noxa peptide binding, 2 h; AID 1022; Q07820; inhibition, % at 21.7 µM; 220,000 tested, 1.5% active;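 active = compounds that cut the protein-peptide binding signal by more than 50% relative to plate controls in a single-dose test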;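 note: His-tagged Mcl-1 with rhodamine Noxa BH3 peptide and terbium anti-His antibody; 0% = Mcl-1 plus Noxa peptide wells and 100% = peptide-only wells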
ABCB1 inh – human ABCB1 inhibition, ABCG2 as counter-screen; 190,000 tested, 0.067% active; inhibition, % at 6.6 µM; CCRF-Adr cells, JC-1 efflux, flow cytometry; P08183; in the data active = inhibition above about 40%;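 note: 0% = vehicle and 100% = reference inhibitor; higher value means more JC-1 retained so stronger ABCB1 efflux block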
ABCG2 block – inhibitors of human ABCG2 transporter, ABCB1 counter-screen; IgMXP3 cells, JC-1 efflux, flow cytometry; inhibition, % at 6.6 µM; 190,000 tested, 0.1% active; AID 1325; Q9UNQ0;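 active = inhibition above 80%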;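 note: 0% = DMSO and 100% = nicardipine control wells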
Target sequence (Q9UNQ0 whole entry, looked up): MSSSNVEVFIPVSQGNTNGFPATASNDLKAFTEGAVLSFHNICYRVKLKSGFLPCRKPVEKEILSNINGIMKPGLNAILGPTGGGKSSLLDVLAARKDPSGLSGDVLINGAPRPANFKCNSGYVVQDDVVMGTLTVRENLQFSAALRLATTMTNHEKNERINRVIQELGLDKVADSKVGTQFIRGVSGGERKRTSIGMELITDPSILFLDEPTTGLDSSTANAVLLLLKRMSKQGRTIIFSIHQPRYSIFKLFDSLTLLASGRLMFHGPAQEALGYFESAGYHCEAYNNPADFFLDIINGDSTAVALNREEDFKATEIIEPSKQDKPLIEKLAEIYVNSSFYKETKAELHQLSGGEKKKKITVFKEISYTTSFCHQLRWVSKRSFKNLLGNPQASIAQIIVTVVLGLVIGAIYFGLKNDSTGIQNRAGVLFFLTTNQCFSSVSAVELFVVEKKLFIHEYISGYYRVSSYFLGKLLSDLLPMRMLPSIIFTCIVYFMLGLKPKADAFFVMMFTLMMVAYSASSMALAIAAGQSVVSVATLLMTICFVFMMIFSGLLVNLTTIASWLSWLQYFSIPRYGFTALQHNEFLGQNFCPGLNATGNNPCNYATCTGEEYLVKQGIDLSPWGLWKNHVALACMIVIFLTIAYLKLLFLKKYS
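Test system: IgMXP3 (ABCG2) plus far-red-tagged CCRF-Adr (ABCB1) cells. Reagent: JC-1 dye as substrate. Timing: 10 min exposure at 25 °C with rotation, no wash. Measured by: flow cytometric JC-1 green MFI at 530 nm. Read-out: percent efflux inhibition, scaled nicardipine 100% to DMSO 0%. Control set: nicardipine and DMSO wells.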
Mcl-1 Bim block – human Bim-Mcl-1 interaction inhibition; Q07820; Bead-based flow cytometry, Bim peptide-Mcl-1 binding; inhibition, % at 10 µM; 190,000 tested, 0.1% active; AID 1009; in the data active = inhibition above about 40%;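 note: 0% = no compound tracer wells and 100% = peptide blocker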
RGS8-Gao reg – regulators of human RGS8-Galphao interaction; P09471; 220,000 tested, 0.34% active; response (percent of control binding), % at 10 µM; multiplexed bead flow cytometry, RGS8-Galphao binding; actives lie on both sides; in the data active = response below about 60% or above about 140%; inactive = in between;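 note: Galphao activated as the GDP aluminium fluoride complex binding bead-coupled RGS8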
RGS4-Gao reg – modulates binding of RGS4 to human Galphao; P09471; Multiplexed bead flow cytometry; actives lie on both sides; binding response (% of control), % at 10 µM; 220,000 tested, 0.33% active; in the data active = binding response below about 49% or above about 150%; inactive = in between;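 note: fluorescent Galphao activated with aluminum fluoride binding bead-coupled RGS4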
Avidin fluor – compound fluoresces at 488/530 nm on avidin beads. 220,000 tested, 0.38% active. fluorescence (KMESF) at 10 µM. compound fluorescence 488/530 nm, flow cytometry; active compounds read high; in the data active = fluorescence above about 47; note: inactives centre near 10
GSH fluor – compound fluoresces at 488/530 nm on GSH beads | GSH beads flow cytometry, compound fluorescence 488/530 nm; active compounds read high | fluorescence (KMESF) at 10 µM | 190,000 tested, 0.25% active; in the data active = fluorescence above about 89;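 note: glutathione beads carrying GST-tagged Bcl family fusion proteins plus one bare bead set; values are compound well signal with DMSO vehicle wells as background; inactives centre near 16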
The depositor's hits bear a star; ? = inconclusive; / = not tested or not shown; & = joins results of further samples; [ ] = remark or other dose. Hits appear at their usual frequency; any-hit rate near 3.3%.

Value order – Mcl1-Bid inh, Pf gametocyte, Mcl1-Noxa inh, Mcl-1 Bim block, ABCG2 block, RGS4-Gao reg, RGS7-Gao, Avidin fluor, RGS8-Gao reg, ABCB1 inh, GSH fluor
- COc1ccc(C(CCN2CCCC(C)C2)c2c(OC)cc(OC)c3c(-c4ccccc4)cc(=O)oc23)cc1 (centres undefined)
  -35, -7, 3, /, /, 102, ?, 21, 101, /, /
- Nc1nc(SCC(=O)NCc2ccccc2)n[nH]1
  -14, /, 18, -3, 4, 91, 96, 10, 97, 0.8, 25
- Cc1cccc(C)c1NC1=NCCCCC1
  -12, 12, 4, 3, 0, 99, 96, 6, 99, 0.0, 14
- Cc1ccc(-c2cc(C(F)F)nc(NCc3cccnc3)n2)cc1
  13, -56, 20, 0, 3, 102, 99, 18, 98, 1.0, 22
- CN(C)CCNC(=O)Cc1ccc([N+](=O)[O-])cc1
  -32, 11, 8, -2, 0, 99, 99, 15, 102, 0.2, 22
- O=C(CC(c1ccco1)S(=O)(=O)c1ccccc1)c1ccccc1 (centres undefined)
  -30, -17, 7, -1, 1, 98, 99, 21, 100, 0.3, 9
- O=C(Nc1ccc2oc(-c3ccccc3)nc2c1)c1cccs1
  -11, /, 2, -4, 1, /, /, /, /, 0.0, 17
- CCOc1ccc(N(CC(=O)Nc2ccccc2C(=O)N2CCOCC2)S(=O)(=O)c2ccc(F)cc2)cc1
  -7, -18, 10, -3, 3, 104, 102, 6, 102, 1.9, 10
- CC(=O)NN1C(=O)/C(=C\c2ccccc2)SC1=S
  /, /, /, 1, 1, 100, 101, 9, 101, -0.2, 36
- Cc1c(NC(=S)N/N=C/c2ccc(N(C)C)cc2)c(=O)n(-c2ccccc2)n1C
  -56, -23, 0, -7, 6, 95, 96, 11, 97, 0.1, 14
- O=C(O)c1ccc(CNc2ccccc2C(=O)O)cc1
  -16, /, 3, 0, 2, 99, 98, 10, 99, 0.6, 10
- C[C@H](NC(=O)OC(C)(C)C)C(=O)N/N=C/c1ccc2nccnc2c1
  -13, 7, -6, /, /, 103, ?, 7, 100, /, /
- COc1ccc(S(=O)(=O)NC2CC(C)(C)NC(C)(C)C2)cc1C(C)C
  -62, 11, -6, /, /, 104, ?, 6, 103, /, /
- O=C(COC(=O)c1ccc(O)cc1)Nc1ccccc1-c1ccccc1
  -39, 0, 7, -3, 8, 93, 90, 12, 97, 1.1, 8
- Cc1ccc(CCn2c3c(c4ccccc42)CN(C)CC3)cn1
  -12, /, 9, -2, 0, 101, 98, 22, 101, -0.7, 21
- Cc1nc2nc(C)c(CCC(=O)Nc3ccc4c(c3)OCO4)c(C)n2n1
  -38, -17, 8, 0, 4, 101, 98, 14, 103, 0.5, 15
- CCN(CC)CCNC(=O)c1ccc(NC(C)=O)cc1
  4&-2, /, 8&12, 0, -3, 96, ?, 7, 99, -1.4, 17
- CCOC(=O)c1c(-c2ccccc2)csc1NC(=O)CSc1nnc(C)s1
  -41, /, -33, -2, 28, 102, 103, 4, 107, 23, 12
- COC(=O)[C@H](CCSC)NC(=O)NCc1ccccn1
  -31, 12, -13, -1, 5, 100, 96, 12, 102, 0.6, 27
- COc1ccccc1NCC(=O)NNC(C)C(=O)Nc1cccc(Cl)c1 (centres undefined)
  8, -4, 41, -1, 5, 105, 102, 12, 100, 0.5, 74
- CC(C)[C@H](Nc1nc(-c2ccccc2)nc2c1oc1ccccc12)C(=O)O
  -15, /, 6, 0, 0, 95, 93, 17, 96, 0.0, 10
- CC(Nc1cc(N2CCCC2)ccc1[N+](=O)[O-])c1ccccc1 (centres undefined)
  -24, 3, 2, -1, 6, 100, 103, 8, 101, 0.6, 32
- O=c1oc2ccccc2cc1-c1cn2ccccc2n1
  -4, 2, -3, 0, 2, 100, 97, 9, 100, 0.1, 10
- Cc1ccc(OCC(=O)N/N=C/c2ccccc2)c([N+](=O)[O-])c1
  -9, -1, 32, -4, 9, 97, 103, 11, 103, 0.6, 68
- Cn1c(=O)c2c(nc(N3CCNCC3)n2Cc2cccc3ccccc23)n(C)c1=O
  -40, /, 9, 3, 2, 95, 96, 25, 102, 0.6, 15
- O=C(/C=C/c1cccc([N+](=O)[O-])c1)Nc1ccccn1
  -4, 0, 13, -1, 2, 94, 96, 19, 107, 0.2, 6
- CC(Sc1nc(-c2ccccc2)cc(C(F)(F)F)n1)C(=O)O (centres undefined)
  3, /, 20, -1, 5, 89, 89, 7, 83, 0.8, 16
- CCOC(=O)c1ccc(N=C2SC(C(=O)NC)CC(=O)N2CCc2ccccc2)cc1 (centres undefined)
  -16, 23, 19, /, /, 104, ?, 4, 103, /, /
- CCOC(=O)c1c(C(=O)OCC)c(C)n(CCc2ccc(OC)c(OC)c2)c1C
  -8, /, -3, -1, 11, 102, 102, 5, 107, 1.3, 18
- CC(Sc1nc2cc([N+](=O)[O-])ccc2n1-c1ccc(F)cc1)C(=O)NCc1ccc2c(c1)OCO2 (centres undefined)
  -35, /, 32, -6, 1, 97, 102, 9, 98, 1.6, 10
- COc1ccccc1CNC(=O)CCSCc1cccc(Cl)c1
  -5, /, 1, -4, 5, 99, 98, 15, 146*[activator], 0.2, 15
- CCCCCC(=O)NNC(=O)c1ccc(F)cc1
  -59, 4, -1, -2, 0, 103, 98, 12, 103, -0.2, 5
- CCC1=Nc2cc(C(=O)NCCCOC)ccc2Sc2ccccc21
  -30, -22, 12, -1, 7, 89, 92, 13, 92, -0.4, 35
- CCOC(=O)C1(CC2CCCCO2)CCN(C(=O)Nc2ccc(C)c(C)c2)CC1 (centres undefined)
  -30, 2, -11, -38, 2, 90, 85, 4, 94, -1.1, 14
- N#Cc1ccccc1NC(=O)COc1c(Br)cc(Br)c2cccnc12
  21, -2, 25, -4, 1, 97, 97, 3, 96, 1.0, 8
- COCCNC(=O)Cc1ccc(F)cc1
  -1, /, 1, -3, 8, 107, 102, 6, 105, 0.8, 10
- Oc1[nH]c2ccccc2c1N=NC(=S)NCCc1ccccc1
  -26, 7, -43, -3, -2, 95, 99, 11, 101, -0.4, 11
- CCOC(=O)c1c(Nc2nc(C)c(C(=O)NC)s2)sc(C)c1C
  -27, 6, 1, -3, -1, 100, 103, 33, 102, -0.1, 10
- Cc1ccc2cc(CCNC(=O)Cc3cccs3)c(=O)[nH]c2c1
  9, /, 7, -3, 10, 101, 102, 3, 102, 1.5, 17
- O=C(COc1cccc2cccnc12)NNC(=S)Nc1ccccc1
  -61, /, -24, -2, 6, 96, 97, 13, 97, -0.1, 13
- COc1ccc(-c2cc(-c3ccc(F)cc3)nc(N3CCN(C)CC3)n2)cc1
  7, 26, -13, -1, 4, 102, 101, 24, 101, 0.9, 15
- Cc1ccc(NC(=O)CSc2ccccc2NC(=O)c2ccccc2)cc1Cl
  -1, 18, -3, -2, 16, 102, 99, 4, 104, 0.5, 11
- N#C/C(=C\Nc1ccc(F)c(Cl)c1)S(=O)(=O)c1ccccn1
  5, -19, 14, /, /, 97, ?, 4, 99, /, /
- COC(=O)C(=NNc1c(C)n(C)n(-c2ccccc2)c1=O)C(=O)OC
  -76, /, 11, 0, 4, 100, 102, 16, 101, 0.8, 15
- Cc1cc(C(=O)COc2cccc(-n3cnnn3)c2)c(C)n1-c1ccccc1
  -64, 10, 3, -1, 2, 103, 100, 10, 101, 0.3, 21
- NS(=O)(=O)c1ccc(NC(=O)COC(=O)CCC2CCCCC2)cc1
  -60, /, 16, -5, 0, 97, 97, 6, 98, 0.0, 11
- CCCCN(CC)CCCNC(=O)c1csc2c1CCCCC2
  -6, 6, -17, 2, 9, 104, 102, 9, 103, 0.7, 11
- O=C(Nc1nnc(-c2ccco2)o1)c1cccc(N2C(=O)CCC2=O)c1
  -6, -9, 10, 1, 0, 93, ?, 7, 92, -0.1, 10
- COc1ccc(C(=O)/C(=C\N(C)C)n2nc(C)cc2C)cc1
  4, 3, 6, 0, 2, 104, ?, 13, 100, 0.0, 15
- CC(C)CC(C(=O)O)N(Cc1ccccc1)Cc1ccccc1 (centres undefined)
  2, -9, -2, 0, 10, 95, 94, 2, 88, 1.0, 14
- CC(Oc1ccc(-c2ccccc2)c(F)c1)c1ccn(S(=O)(=O)c2ccc(Br)cc2)n1 (centres undefined)
  -1, /, 1, 2, 0, 98, 94, 14, 101, 0.0, 27
- Cn1c(SCc2ccccc2Cl)nc(C(F)(F)F)cc1=O
  -12, 0, -1, -2, 15, 99, 99, 14, 101, 1.1, 28
- CC(NC(N)=O)C(=O)Nc1ccc(Cl)c(S(=O)(=O)Nc2ccc(Cl)cc2)c1 (centres undefined)
  10, 9, 17, 0, -2, 97, 95, 11, 101, -0.1, 12
- CN(C)S(=O)(=O)c1ccc(NCC2COc3ccccc3O2)c([N+](=O)[O-])c1 (centres undefined)
  -13, /, 3, -3, 65, 102, 98, 7, 102, 3.1, 16
- O=C(O)C1CC(c2ccccc2)=NO1 (centres undefined)
  -44, /, 11, 0, -1, 107, 109, 2, 101, -0.2, 25
- O=c1c2cc(N3CCOCC3)ccc2[nH]c(=S)n1CC1CCCO1 (centres undefined)
  -44, -6, 9, -2, 1, 99, 103, 35, 102, -0.1, 9
- COc1ccccc1OCC(O)Cn1c(Br)nc2c1c(=O)[nH]c(=O)n2C (centres undefined)
  -13, 2, 11, -1, 2, 100, 99, 38, 99, 0.3, 23
- CCN1CCC2(CCN(Cc3cn[nH]c3-c3ccc(OC)c(F)c3)C2)C1 (centres undefined)
  5, -10, 11, -7, 4, 95, 85, 1, 94, -0.1, 17
- CCOc1ccc(NC(=O)C2C3CC/C=C\CCC32)cc1 (centres undefined)
  -23, 22, -2, /, /, 101, ?, 9, 103, /, /
- O=C(NCCc1ccccc1)c1ccc(-n2cnnn2)cc1
  23, /, 22, 0, 4, 88, 90, 7, 102, 0.5, 32
- O=C(Nc1ccccc1N1CCN(c2ccccc2)CC1)C12CC3CC(CC(C3)C1)C2
  -9, -13, 4, /, 5, 100, 98, 8, 104, 1.3, 85

Ordered by count of non-hydrogen atoms (smallest number first): part of the list above
Value order – Mcl1-Bid inh, Pf gametocyte, Mcl1-Noxa inh, Mcl-1 Bim block, ABCG2 block, RGS4-Gao reg, RGS7-Gao, Avidin fluor, RGS8-Gao reg, ABCB1 inh, GSH fluor
- Cn1c(SCc2ccccc2Cl)nc(C(F)(F)F)cc1=O
  -12, 0, -1, -2, 15, 99, 99, 14, 101, 1.1, 28
- O=C(NCCc1ccccc1)c1ccc(-n2cnnn2)cc1
  23, /, 22, 0, 4, 88, 90, 7, 102, 0.5, 32
- NS(=O)(=O)c1ccc(NC(=O)COC(=O)CCC2CCCCC2)cc1
  -60, /, 16, -5, 0, 97, 97, 6, 98, 0.0, 11
- CCN1CCC2(CCN(Cc3cn[nH]c3-c3ccc(OC)c(F)c3)C2)C1 (centres undefined)
  5, -10, 11, -7, 4, 95, 85, 1, 94, -0.1, 17
- CC(NC(N)=O)C(=O)Nc1ccc(Cl)c(S(=O)(=O)Nc2ccc(Cl)cc2)c1 (centres undefined)
  10, 9, 17, 0, -2, 97, 95, 11, 101, -0.1, 12
